Pin1 inh: qHTS Assay to Find Inhibitors of Pin1; Peptidyl-prolyl cis-trans isomerase NIMA-interacting 1 (Homo sapiens), Q13526; Pin1 FP peptide displacement, HiFluor488, 10 min; Potency, µM (series often up to 115 µM), for inactives: at the highest dose activity, negative = inhibition, usual class: inhibitors; 390,000 compounds, 0.009% hits; AID 504891, 2011; active = well fitted inhibition curve with a large enough effect in the polarisation, with a control signal flat, not every such curve was filed as active; inconclusive = small, poorly fitted or top-dose-only effect, or effect the other way, or a change in a side signal; inactive = no such curve, though single readings can be large or run the other way; the % refers to the polarisation; note: potency is the fitted concentration of half-maximal effect; % is set by controls: 0 for no effect and ±100 for the full control effect
Target sequence (Q13526 whole entry, looked up): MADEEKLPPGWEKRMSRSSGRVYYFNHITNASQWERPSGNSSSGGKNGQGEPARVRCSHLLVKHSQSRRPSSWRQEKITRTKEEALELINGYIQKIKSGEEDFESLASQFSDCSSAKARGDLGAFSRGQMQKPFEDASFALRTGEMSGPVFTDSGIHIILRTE
PI4K2A block: qHTS for small molecular inhibitors of PI4K2A | purified PI4K2A, ADP-Glo luminescence, 1 h; stronger effect = lower value | Phosphatidylinositol 4-kinase type 2-alpha (Homo sapiens), Q9BTU6 | activity change, negative = inhibition, % at 76.9 µM | 420,000 compounds, 0.13% hits; in the data active = activity change below about -50%; inconclusive = mostly about -30% to -49%;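 note: -100% = wells without enzyme as full effect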
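PI4K2A activity was measured by ADP-Glo luminescence: enzyme (4 ug/mL stock) and phosphatidylinositol (1.2 mM stock) in Tris pH 7.5/MgCl2/EGTA/Triton X-100 buffer were reacted with ATP (300 microM stock) for one hour at ambient temperature.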
GLS inhibitor: qHTS for Inhibitors of Glutaminase (GLS) | Glutaminase kidney isoform, mitochondrial (Homo sapiens), O94925 | GLS enzymatic activity, qHTS titration | Potency, µM (doses to about 45.5 µM), inactives show at the highest dose activity change, negative = inhibition, usual class: inhibitors | 410,000 compounds, 0.21% hits; note: potency is the fitted concentration of half-maximal effect; % is set by controls: 0 for no effect and ±100 for the full control effect
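Two-point fluorescence kinetic (t0, 30 min RT) for hKGA; glutamate detected via glutamate oxidase–HRP–Amplex Red. Substrate: 1 mM L-glutamine solution; buffer 45 mM KH2PO4, pH 8.2.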
POLH inh: qHTS for Inhibitors of Polymerase Eta | recombinant Pol eta, fluorescent DNA replication assay | Potency, µM (highest dose often 114 µM), for the others: at the top dose activity change, negative = inhibition, usual class: inhibitors | 390,000 compounds, 1.2% hits; note: potency is the fitted concentration of half-maximal effect; % is set by controls: 0 for no effect and ±100 for the full control effect
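Pol eta (10 nM) was preincubated with compounds for 15 min at room temperature, after which fluorescent replication substrate (50 nM final) was added to start the reaction. Fluorescence was read kinetically at 0 and 10 min.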
PGK inhibitor: qHTS Assay to Find Inhibitors of Phosphoglycerate Kinase; PGK/GAPDH coupled, Kinase-Glo luminescence, 60 min; Potency, µM (highest dose often 57.5 µM), for inactives: at the top dose activity change, negative = inhibition, actives largely listed as inhibitors; 380,000 compounds, 0.043% hits; AID 602233, 2012; note: potency is the fitted concentration of half-maximal effect; % is set by controls: 0 for no effect and ±100 for the full control effect; nearly all actives have a fitted effect of over 60% in size
Target sequence (P07378 whole entry, looked up): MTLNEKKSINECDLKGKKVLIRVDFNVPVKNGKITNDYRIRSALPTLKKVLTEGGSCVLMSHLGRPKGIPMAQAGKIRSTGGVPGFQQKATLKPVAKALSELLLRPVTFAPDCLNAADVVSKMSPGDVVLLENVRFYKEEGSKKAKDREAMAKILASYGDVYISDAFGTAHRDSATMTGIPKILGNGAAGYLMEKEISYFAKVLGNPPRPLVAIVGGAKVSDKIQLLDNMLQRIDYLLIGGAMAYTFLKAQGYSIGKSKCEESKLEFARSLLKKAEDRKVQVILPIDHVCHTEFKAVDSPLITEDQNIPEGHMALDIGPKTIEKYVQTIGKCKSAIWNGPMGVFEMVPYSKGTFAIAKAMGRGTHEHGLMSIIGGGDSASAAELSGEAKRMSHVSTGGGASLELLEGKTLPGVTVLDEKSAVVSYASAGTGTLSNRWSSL
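Recombinant glycosomal PGK reaction used 1,3-bisphosphoglycerate generated in-well by GAPDH (100nM final) in 100mM TEA pH 7.6, 5mM MgCl2, 0.01% Tween-20. After 60 minutes at room temperature, ATP was read by Kinase-Glo Plus luminescence end-point.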
JMJD2A Tudor: qHTS Assay for Inhibitors of JMJD2A-Tudor Domain | Lysine-specific demethylase 4A (Homo sapiens), O75164 | AlphaScreen JMJD2A-Tudor / H3K4me3 peptide binding | Potency, µM (series often up to 114 µM), inactives show top-dose activity change, negative = inhibition, usual class: inhibitors | 390,000 compounds, 4.4% hits | AID 504339, 2011; note: potency is the fitted concentration of half-maximal effect; % is set by controls: 0 for no effect and ±100 for the full control effect; nearly all actives have a fitted effect of over 50% in size
HP1b binding inh: HTS for Inhibitors of HP1-beta Chromodomain Interactions with Methylated Histone Tails; AlphaScreen HP1-beta / biotin-H3K9me3 peptide binding; Potency, µM (doses to about 114 µM), inactives show at the highest dose activity change, negative = inhibition, hits mostly inhibitors; 390,000 compounds, 0.56% hits; note: potency is the fitted concentration of half-maximal effect; nearly all actives have a fitted effect of over 70% in size; inactives centre near 23
Target sequence (P83916 whole entry, looked up): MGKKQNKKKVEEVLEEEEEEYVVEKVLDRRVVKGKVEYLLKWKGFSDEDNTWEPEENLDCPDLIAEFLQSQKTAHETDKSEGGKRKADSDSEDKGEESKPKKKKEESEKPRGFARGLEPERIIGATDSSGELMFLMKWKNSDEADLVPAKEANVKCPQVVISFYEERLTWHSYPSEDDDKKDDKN
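Compound inhibition of the preformed complex between 50 nM HP1-beta and 50 nM biotinylated H3K9me3 peptide was read by AlphaScreen. Buffer was PBS pH 7.4 with 0.01% Tween-20. Incubations ran 30 min at room temperature, with 10 ug/mL donor/acceptor beads.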
BAZ2B inh: qHTS Assay for Inhibitors of BAZ2B. Bromodomain adjacent to zinc finger domain protein 2B (Homo sapiens), Q9UIF8. AlphaScreen BAZ2B-H3K14Ac peptide displacement. Potency, µM (series often up to 114 µM), for inactives: top-dose activity change, negative = inhibition, actives largely listed as inhibitors. 360,000 compounds, 4.4% hits; note: potency is the fitted concentration of half-maximal effect; % is set by controls: 0 for no effect and ±100 for the full control effect; nearly all actives have a fitted effect of over 60% in size
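In this displacement format the biotinylated H3(5-23) peptide acetylated at Lys14 serves as ligand at 50 nM, with BAZ2B at 50 nM in PBS pH 7.4 containing 0.01% Tween-20. Donor and acceptor beads are 10 ug/mL final.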
G9a inh: qHTS Assay for Inhibitors of Histone Lysine Methyltransferase G9a | Histone-lysine N-methyltransferase EHMT2 (Homo sapiens), Q96KQ7 | G9a H3K9 monomethylation, AlphaScreen, 2 h | Potency, µM (doses to about 102 µM), for the others: at the top dose activity, negative = inhibition, usual class: inhibitors | 350,000 compounds, 8.8% hits | AID 504332, 2011; note: potency is the fitted concentration of half-maximal effect; % is set by controls: 0 for no effect and ±100 for the full control effect; nearly all actives have a fitted effect of over 75% in size
Target sequence (Q96KQ7 913-1193 limits assumed): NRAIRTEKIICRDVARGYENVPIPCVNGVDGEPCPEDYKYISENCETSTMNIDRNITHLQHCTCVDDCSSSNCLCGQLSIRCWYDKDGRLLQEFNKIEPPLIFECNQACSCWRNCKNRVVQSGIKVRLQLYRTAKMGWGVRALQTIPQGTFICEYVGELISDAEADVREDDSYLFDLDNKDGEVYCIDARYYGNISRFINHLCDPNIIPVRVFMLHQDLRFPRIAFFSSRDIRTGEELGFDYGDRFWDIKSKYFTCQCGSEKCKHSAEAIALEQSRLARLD
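Readings reflect AlphaScreen signal from monomethyl-H3K9 antibody detection. HMT at 20 nM; substrate b-H3K9 500 nM; cofactor SAM 20 uM; 2 h RT reaction; compounds tested as titrations in qHTS with 15 min preincubation.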
* = called active by the depositor; i = inactive; ? = inconclusive; nt = not tested or not shown; [ ] = another dose, or the depositor's remark. Unless noted, calls come from the whole dose curve; as a rule, active = well fitted curve in the direction sought with a large enough effect; inconclusive = small, poorly fitted or top-dose-only effect, or another doubt; inactive = no such curve, though single readings can be large; an effect the other way counts as inactive or inconclusive. Not all compounds are listed; rates above refer to the full screens.

SMILES | Pin1 inh | PI4K2A block | GLS inhibitor | POLH inh | PGK inhibitor | JMJD2A Tudor | HP1b binding inh | BAZ2B inh | G9a inh
CCS(=O)(=O)c1ccc(O)c(NC(=O)CCCC(=O)O)c1 | -2% | 2 | 4% | -11% | -8% | -8% | 23% | 15% | nt
Cc1cccc(-n2ccnc2SCC(=O)Nc2nc3ccccc3s2)c1 | 15% | 1 | -1% | -4% | 2% | -9% | -9%[57 µM] | -19% | -26%[59 µM]
Cc1ccc(C)c2c1[nH]c1ccc([N+](=O)[O-])cc12 | -4% | 0 | 13% | -12% | -5% | -23% | 17% | 8% | 22%[12.7 µM]
O=C1CCCC2=C1C(c1ccncc1)n1c(nc3ccccc31)N2 (stereo not drawn) | -3% | 2 | 6% | -13% | 5% | 56µM* | -3% | 8% | nt
CCN1C(C(=O)c2ccccc2)=C(OC(=O)COc2ccc(C)cc2)c2ccccc2S1(=O)=O | -4% | 4 | 1% | -13% | 1% | 50µM* | -3% | ? | 16µM*
C=CCNC(=O)CN1C(=O)NC(C)(c2ccc(OC)cc2)C1=O (stereo not drawn) | 4% | 1 | 0% | -21% | -11% | -11% | 5% | 6% | 16%
COc1cc(C(=O)Nc2nc3ccc4nc(C)sc4c3s2)cc(OC)c1OC | 21% | 1 | 0% | -10% | -2% | -4% | 9% | 0% | 2%
COc1cc(CC(=O)NCc2ccc3c(c2)OCO3)cc(OC)c1OC | -4% | -6 | 12% | -14% | -2% | -11% | 45%[activator] | 1% | 0%[12.7 µM]
CCN(CC)S(=O)(=O)c1cc(NC(=O)CCc2c(C)noc2C)ccc1C | -2% | 1 | 4% | -18% | i | -10% | 31%[57 µM] | nt | nt
COc1ccc(C2CC(c3ccc(Cl)cc3)n3nc(N)nc3N2)cc1 (stereo not drawn) | -5% | 0 | 4% | -4% | 4% | -12% | 38% | 9% | 12%
Cc1ccc(CCNC(=O)C2CCN(S(=O)(=O)c3ccc4c(c3)NC(=O)C(C)S4)CC2)cc1 (stereo not drawn) | 35%[activator] | -2 | -1% | -12% | 0% | -19% | 25% | -15% | nt
Nc1ccc(N=Nc2ccccc2O)c(N)c1 | 4% | -27 | ? | -5% | 3% | 35µM* | ? | nt | nt
Cc1nn(-c2ccccc2)c(N2CCCC2)c1/C=N/Nc1ccc(S(N)(=O)=O)cc1[N+](=O)[O-] | -7% | -1 | 12% | -16% | -3% | 7.1µM* | 40µM* | 10µM* | 10µM*
O=C(O)c1cc(-c2ccc(/C=N/N3C(=O)C4C5C=CC(CC5)C4C3=O)o2)ccc1Cl (stereo not drawn) | -3% | -4 | 5% | 50µM* | i | 0% | 22% | -15% | -36%
Cc1ccsc1-c1nc(C(N)=O)c2[nH]c(=O)n(-c3ccc(Cl)cc3)c2n1 | ? | -9 | -1% | -15% | -1% | -23% | 36% | 4% | -7%
Cc1cccc(OCc2nnc(SC(C)C(=O)O)n2Cc2ccccc2)c1 (stereo not drawn) | 0% | 0 | 7% | 0% | i | -6% | 33% | -1% | 2%
Cc1ccc(C(=O)c2c3ccc([N+](=O)[O-])cc3[n+]([O-])n2CCCN)cc1 | 1% | 1 | 4% | -7% | i | ? | 11% | ? | 5%[2.33 µM]
CC1CCN(S(=O)(=O)c2ccc(Br)s2)CC1 | ? | 4 | -4% | -8% | -10% | 40%[activator] | 58%[activator] | 65%[activator] | 20%[59 µM]
O=C(CN1CCOCC1)Nc1scc2c1c(=O)oc1ccccc12 | -12% | 3 | -11% | 3% | -5% | -9% | 15% | -3% | 44%[59 µM]
COc1ccc(OC)c(C2C(C(C)=O)=C(C)Nc3ncnn32)c1 (stereo not drawn) | -16% | -2 | 9% | -4% | -3% | 1% | 22% | 6% | 13%
Cn1cc([N+](=O)[O-])c(C(=O)Nc2ccc3nc(-c4ccccc4)[nH]c3c2)n1 | 22% | 1 | 4% | -15% | 5% | -28% | 7% | -32% | ?
O=c1c(C(c2ccc(F)cc2)c2c(O)nc3n(c2=O)CCCS3)c(O)nc2n1CCCS2 | -10% | 0 | 17% | 30% | -4% | -17% | 44%[activator] | -11% | 50µM*
CC(=O)N1N=C(c2ccccc2O)CC1c1cccs1 (stereo not drawn) | 2% | -6 | 7% | -13% | -4% | -6% | 17% | -9% | 6%[59 µM]
CCOC(=O)CCc1nc2ccccc2[nH]c1=O | 3% | -7 | 6% | -11% | 0% | -4% | 31%[activator] | 9% | -48%
CN1C(=O)CC(c2cn(Cc3ccccc3)c3ccccc23)C1=O (stereo not drawn) | 25% | 4 | 5% | 0% | 4% | ? | 32% | ? | nt
CCS(=O)(=O)N1CCC(C(=O)NCc2cccnc2)CC1 | -8% | 1 | 6% | -11% | nt | -13% | 28% | 8%[57.1 µM] | 1%
Oc1ccc(/C=N/N2CCN(C3c4ccccc4-c4ccccc43)CC2)cc1 | 1% | -9 | ? | -17% | i | -19% | 12% | -15% | -5%
CC(=O)c1c(C)[nH]c(C(=O)CSc2nnc3ccccn23)c1C | -1% | 3 | 3% | -11% | -6% | -3% | 21% | 4% | 12%[59 µM]
Cc1ccc2[nH]c(=O)c(CN(CCCN3CCOCC3)C(=O)Nc3cccc(Cl)c3)cc2c1 | 12% | 0 | -4% | -8% | -2% | ? | -19% | -35% | ?
CCCN1CCN(CCCNC(=S)Nc2ccc3nc(N4CCN(CC)CC4)cc(C)c3c2)CC1 | 4% | 13 | 12% | -11% | -8% | -1% | 4% | -8% | 35µM*
COC(=O)c1c(C)[nH]c(-c2csc(N)n2)c1C | -4% | -1 | 13% | -23% | 7% | -25% | -3% | nt | ?
CCN(CC)S(=O)(=O)c1ccc2c(c1)N(CC(=O)N(CCc1ccncc1)C(C)C)C(=O)CO2 | -5% | -1 | 2% | -11% | -1% | -1% | 68%[activator] | -1% | -9%
O=C(O)c1sccc1Oc1ccc(NS(=O)(=O)c2ccc(Cl)cc2)cc1 | -3% | -1 | 14% | -8% | nt | 1% | 65%[activator] | -2% | 11%
Cc1ccccc1CNC(=O)CCc1ccccc1 | 1% | -6 | -2% | -7% | -5% | -14%[11.4 µM] | 4% | -22% | 29%
CCOc1cc(N2CCOCC2)c(OCC)cc1NC(=O)c1c(-c2ccccc2Cl)noc1C | 5% | -1 | 11% | -9% | 4% | 45µM* | ? | 40µM* | 35µM*
Cc1ccc2c(=O)cc(C(=O)Nc3sc4c(c3C(=O)NCC3CCCO3)CCCC4)oc2c1 (stereo not drawn) | -4% | 3 | -11% | 0% | -3% | -18% | 2% | -12% | -36%[59 µM]
Cc1c(NC(=O)c2cc(=O)[nH]c3ccccc23)c(=O)n(-c2ccccc2)n1C | -5% | 1 | 2% | 3% | -6% | -14% | -2% | 8% | -7%[12.7 µM]
COc1ccc(Cl)cc1NC(=O)CSc1cn(CC(=O)N2CCCC2)c2ccccc12 | -2% | 0 | -7% | -2% | -4% | -9% | 57%[activator] | -32% | -14%[59 µM]
O=C1CC(c2ccccc2)c2cc(O)ccc2O1 (stereo not drawn) | -6% | 1 | -3% | 3% | 0% | ? | -14% | 2% | 3.5µM*
CCOc1ccc(CCNC(=O)COC(=O)c2cc(OC)cc(OC)c2)cc1OCC | -1% | -2 | -7% | -3% | -2% | -14% | 26% | nt | 9%

Rewritten as a markdown table: 3 of the compounds above.
| Molecule | Pin1 inh | PI4K2A block | GLS inhibitor | POLH inh | PGK inhibitor | JMJD2A Tudor | HP1b binding inh | BAZ2B inh | G9a inh |
| --- | --- | --- | --- | --- | --- | --- | --- | --- | --- |
| COc1ccc(Cl)cc1NC(=O)CSc1cn(CC(=O)N2CCCC2)c2ccccc12 | -2% | 0 | -7% | -2% | -4% | -9% | 57%[activator] | -32% | -14%[59 µM] |
| O=C(O)c1sccc1Oc1ccc(NS(=O)(=O)c2ccc(Cl)cc2)cc1 | -3% | -1 | 14% | -8% | nt | 1% | 65%[activator] | -2% | 11% |
| Cc1c(NC(=O)c2cc(=O)[nH]c3ccccc23)c(=O)n(-c2ccccc2)n1C | -5% | 1 | 2% | 3% | -6% | -14% | -2% | 8% | -7%[12.7 µM] |

(listing goes on)
SMILES | Pin1 inh | PI4K2A block | GLS inhibitor | POLH inh | PGK inhibitor | JMJD2A Tudor | HP1b binding inh | BAZ2B inh | G9a inh
COc1cccc(NC(=O)CCN2CCN(C)CC2)c1 | 7% | 4 | -8% | -6% | 0% | ? | 23% | ? | ?
CCOc1ccc(NC(=O)c2ccc(CNc3c(N4CCCC4)c(=O)c3=O)cc2)cc1 | 9% | 3 | 22% | 5% | -10% | -11% | 24% | -32% | 19%
Cc1ccc(C(=O)N/C(=C\c2ccco2)C(=O)NCC2CCCO2)cc1C (stereo not drawn) | 10% | 3 | -4% | 2% | -5% | -9% | 22% | 17% | ?
Cc1ccccc1CSCC1Nc2ccc(C(=O)NCCc3ccccc3)cc2NC1=O (stereo not drawn) | nt | 4 | 3% | -18% | -5% | nt | nt | nt | nt
O=C(NCCCn1ccnc1)C(=O)NCc1ccccc1 | -4% | -6 | 1% | -8% | i | -2%[57.1 µM] | 64%[activator] | -1% | 24%[59 µM]
O=C(CCC(=O)c1cccs1)OCC(=O)N1CCN(S(=O)(=O)c2ccccc2)CC1 | 1% | -2 | -4% | -5% | -3% | -12% | 22% | -3% | 20%[59 µM]
